# LmPK inh: inhibitors of Leishmania mexicana pyruvate kinase; Q27686; purified LmPK, Kinase-Glo ATP luminescence, 1 h; Potency, µM (doses to about 57.5 µM), inactives show top-dose activity change, negative = inhibition, usual class: inhibitors; 290,000 tested, 0.37% active; AID 1721
# Target sequence (Q27686 whole entry, looked up): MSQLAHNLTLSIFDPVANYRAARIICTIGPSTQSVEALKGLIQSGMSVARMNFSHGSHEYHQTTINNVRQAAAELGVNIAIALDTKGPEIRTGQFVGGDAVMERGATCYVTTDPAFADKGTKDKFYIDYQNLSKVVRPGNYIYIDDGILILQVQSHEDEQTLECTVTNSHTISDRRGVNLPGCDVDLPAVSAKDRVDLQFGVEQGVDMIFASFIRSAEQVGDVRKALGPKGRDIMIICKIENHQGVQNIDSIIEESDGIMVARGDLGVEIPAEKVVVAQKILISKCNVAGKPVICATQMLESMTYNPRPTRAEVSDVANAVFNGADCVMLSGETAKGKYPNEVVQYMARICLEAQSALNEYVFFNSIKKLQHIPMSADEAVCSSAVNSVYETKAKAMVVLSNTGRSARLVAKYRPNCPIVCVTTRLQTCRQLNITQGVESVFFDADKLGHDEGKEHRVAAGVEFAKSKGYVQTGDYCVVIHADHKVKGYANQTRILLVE
#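 In 50 mM imidazole pH 7.2 with 7 mM MgCl2, LmPK (0.1 nM) turned over PEP (0.5 mM) and ADP (0.1 mM) for 1 h at room temperature. Luciferase read-out of ATP.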
# Tb PYK inh: inhibitors of Trypanosoma brucei pyruvate kinase. 410,000 tested, 0.12% active. TbPYK enzyme, Kinase-Glo Plus ATP luminescence, 45 min. Potency, µM (top dose mostly 76.8 µM), for the others: top-dose activity, negative = inhibition, most hits filed as inhibitors. Q57TT1; further: nearly all actives have a fitted effect of over 50% in size
#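 Assay buffer: 50 mM TEA pH 7.2, 100 mM KCl, 10 mM MgCl2, 0.05% BSA, 0.01% Tween-20. Pyruvate kinase from T. brucei plus substrate met compound, then ADP (130 uM final). Luminescence was read post 45 min RT.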
# Sm TGR inh: inhibitors of Schistosoma mansoni thioredoxin glutathione reductase; purified TGR, DTNB reduction, TNB absorbance 405 nm; 360,000 tested, 3% active; Q962Y6; Potency, µM (doses to about 114 µM), without a hit: top-dose activity change, negative = inhibition, actives largely listed as inhibitors; further: nearly all actives have a fitted effect of over 60% in size
#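 TGR 20 nM + NADPH 100 uM (dispensed conc.), cpd preinc 15 min RT; start with NADPH (500 uM addition) then DTNB (15 mM addition). Kinetic TNB absorbance, 405 nm filter. Four-parameter Hill fit across titration.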
# Pf growth 48h: inhibits P. falciparum growth in the first generation, 48 h; P. falciparum luciferase growth in erythrocytes, 48 h; Potency, µM (titrated, usually from 28.7 µM), inactives show at the top dose activity change, negative = inhibition, hits mostly inhibitors; 310,000 tested, 5.9% active; AID 504832
#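 Luminescence readout; reporter = integrated firefly luciferase in P. falciparum. RBC culture at 2% hematocrit, 0.1% parasitemia final, 37 C/5% CO2; decreased signal taken as growth inhibition.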
# Pf growth 96h: inhibits malaria parasite growth, 96 h; P. falciparum luciferase reporter growth, 96 h; Potency, µM (doses to about 28.7 µM), for inactives: at the highest dose activity change, negative = inhibition, most hits filed as inhibitors; 320,000 tested, 6.9% active; AID 504834
#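 Erythrocytes infected with luciferase-expressing P. falciparum were dispensed at 2% hematocrit and 0.05% parasitemia (final), then incubated with compounds 96 hours at 37 C in 5% CO2. Luminescence after detection reagent addition reported growth.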
# HCV inhibitor: HCV inhibition; 340,000 tested, 3.4% active; Potency, µM (top dose mostly 41.8 µM), for inactives: at the highest dose activity change, negative = inhibition, usual class: inhibitors; Huh7.5.1 HCVcc-Cre infection, luciferase reporter, 44 h; AID 651820
#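 Compounds are dispensed onto cells plated 4 h earlier at 1,000 per well, with HCVcc-Cre virus (about 0.5 moi) added next. Following 44 h of culture, luminescent signal is measured for 15 sec after 15 min with substrate at room temperature.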
# Active calls of the source: *; ? = inconclusive; nt = no result given; & = joins results of further samples; [ ] = dose if it differs, or a comment. The call rests on the fitted dose curve; in most records, active means well fitted curve in the direction sought with a large enough effect; inconclusive means small, poorly fitted or top-dose-only effect, or another doubt; inactive means no such curve, though single readings can be large; an effect the other way counts as inactive or inconclusive. On the % scale 0 is the no-effect control and ±100 the full control effect; potency means the concentration at half of the fitted maximal effect.
1. CCN(CC)S(=O)(=O)c1ccc(N2CCOCC2)c(NC(=O)COc2ccccc2C#N)c1
2. CN1C(=O)[C@@H]2[C@H](C1=O)[C@@H]1C(=O)Nc3ccccc3C(=O)N1[C@@H]2c1ccc(F)cc1
3. COc1ccc(CS(=O)(=O)CC(C)(O)c2ccccc2Cl)cc1 (configuration not stated)
4. CCOC(=O)c1ccc(NC(=O)NC2CC3CCC(C2)N3Cc2nnnn2C(C)(C)C)cc1 (configuration not stated)
5. COc1cccc(C(=O)Nc2ccc3c(C)cc(=O)oc3c2)c1
6. Nc1ccc(-c2nnn(CC(=O)N3CCCCC3)n2)cc1
7. FC(F)(F)c1nc2ccccc2n2c(-c3ccc(Cl)cc3)nnc12
8. COc1ccc(Cn2cnc3c(NS(C)(=O)=O)c(C)c(C)cc32)cc1
entry no. | 1 | 2 | 3 | 4 | 5 | 6 | 7 | 8
LmPK inh | 7% | 0% | 1% | 3% | 3% | -6% | 1% | 2%
Tb PYK inh | -2% | 0% | -9% | -7% | 2% | -4% | -8% | 3%
Sm TGR inh | 0% | -17% | 10% | 0% | -3% | 4% | 5% | -3%
Pf growth 48h | 12µM* | 23% | 1% | 2.1µM* | 300%[activator] | 38%[activator] | -13% | ?
Pf growth 96h | ? | 16% | 5% | -13% | 34%[activator] | ? | -3% | ?
HCV inhibitor | -13% | 19% | -7% | -15% | -17% | -4% | 5% | 3.2µM*

9. C=CCSc1nnc2n(-c3ccccc3OC)c(=O)c3c4c(sc3n12)CCC4
10. C#CCOCCOCCOCCNc1nc(N2CCN(C(=O)[C@H]([C@@H](C)CC)n3cc([C@@H](N)CO)nn3)CC2)nc(N2CCN(C(=O)[C@H]([C@@H](C)CC)n3cc([C@@H](N)Cc4ccc(O)cc4)nn3)CC2)n1
11. COc1ccc(CCNC(=O)c2ccc3c(c2)N(Cc2ccc(F)cc2)CCS3)cc1OC
12. CC(=O)Nc1nonc1-c1nc2ccccc2n1Cc1nnc(C)o1
13. O=C(c1ccco1)N1CCN(C(c2ccc(F)cc2)c2nnnn2CC2CCCO2)CC1 (configuration not stated)
14. COc1ccc(NC(=S)N2CCN(S(=O)(=O)c3ccc(OC)cc3)CC2)cc1
15. CC(C)C(=O)Nc1ccc(N2CCCC2)cc1
16. CC(=O)N1CCCc2cc(S(=O)(=O)N3CCC(C)CC3)ccc21
entry no. | 9 | 10 | 11 | 12 | 13 | 14 | 15 | 16
LmPK inh | 5% | -1% | 0% | -1% | 6% | 0% | -4% | -3%
Tb PYK inh | -10% | -5% | -9%&1% | -1% | 2% | 2% | -21% | -1%
Sm TGR inh | -30% | ? | -18%&-3% | -14% | -36% | -24% | 35µM* | -11%
Pf growth 48h | -27% | ? | ? | 3% | -5% | ? | nt | -11%
Pf growth 96h | nt | -24% | -21% | -11% | nt | 0% | 4.1µM* | ?
HCV inhibitor | ? | 17% | ? | 5% | 0% | -7% | -8% | 6%

17. CCCCc1cc(=O)oc2cc(C)cc(OCC(=O)N3CCC(C(N)=O)CC3)c12
18. Cc1ccccc1NC(=O)NCc1ccco1
19. COc1ccccc1CN1CCNC(=O)C1CC(=O)NCCc1cnccn1 (configuration not stated)
20. COc1ccc(NC(=S)Nc2cc(-c3ccccc3)[nH]n2)cc1Cl
21. CCCc1nc(SCC(=O)Nc2nccs2)c2ccccc2n1
22. CCn1cc(C(=O)N(C)c2ccccc2F)c2cc(OC)c(OC)cc2c1=O
23. O=C1OCCN1S(=O)(=O)Nc1ccccc1
24. O=C1Nc2ccccc2/C1=N\c1sc2c(c1C(=O)Nc1ccccc1)CCCC2
entry no. | 17 | 18 | 19 | 20 | 21 | 22 | 23 | 24
LmPK inh | -7% | -1% | -2% | 1% | -1% | 0% | 1% | -3%
Tb PYK inh | 0% | 0% | -1% | -14% | -6% | -4% | -4% | nt
Sm TGR inh | 0% | -8% | -31% | -18% | -6% | -7% | 6% | 1%
Pf growth 48h | ? | 29% | 40%[activator] | ? | 3% | nt | 17% | 7.4µM*
Pf growth 96h | ? | 12% | 3% | ? | 19% | 0% | 43%[activator] | 2.3µM*
HCV inhibitor | 19% | 11% | 7% | ? | -22% | -2% | 0% | 1%

25. Cc1cc[n+](CC(=O)Nc2nc3ccccc3s2)cc1
26. O=C(CN1CCC(Cc2ccccc2)CC1)NC(=O)NCc1ccco1
27. CN(CC(=O)Nc1ccccc1Cl)C(=O)COC(=O)/C=C/c1ccccc1
28. CCN(CC)C(=O)CSc1nc2c(sc(=S)n2-c2ccccc2OC)c(=O)n1-c1ccccc1
29. O=C(c1ccc(OC2CCN(Cc3ccccc3C(F)(F)F)CC2)cc1)N1CCCCC1
30. CC(Cc1c[nH]c2ccccc12)NC(=O)C1CCCNC1=O (configuration not stated)
31. O=C(c1ccc(F)cc1F)N1CCCN(c2nc(-c3ccccc3)ns2)CC1
32. COc1ccccc1CNC(=O)COC(=O)c1cc(-c2ccco2)nc2ccccc12
entry no. | 25 | 26 | 27 | 28 | 29 | 30 | 31 | 32
LmPK inh | -1% | -1% | nt | 2% | -1% | 2% | 4% | 15%
Tb PYK inh | -1% | -1% | 5% | -6% | 0% | 7% | -2% | 5%
Sm TGR inh | nt | -24% | 0% | 18% | -23% | -8% | 1% | 10µM*
Pf growth 48h | 15% | -11% | -4% | 12µM* | ? | 20% | 23% | 16%
Pf growth 96h | ? | 177%[activator] | 25% | ? | 3.3µM* | -3% | -19% | nt
HCV inhibitor | 15% | ? | 13% | -20% | ? | 7% | 17% | -28%

33. O=C(COC(=O)c1ccc2ncsc2c1)NC(=O)c1ccccc1
34. O=C(Nc1nc(-c2ccc(S(=O)(=O)N3CCOCC3)cc2)cs1)c1ccccc1
35. CCOc1cccc(CNc2ccc(O)cc2)c1OCc1ccc(Cl)cc1
36. Cc1ccccc1-c1nnnn1C1CCS(=O)(=O)C1 (configuration not stated)
37. Cc1cc(C)cc(C(=O)N(C)C2CCCN(Cc3ccccc3F)C2)c1 (configuration not stated)
38. CC(C)[C@H](NC(N)=O)C(=O)Nc1ccc2c(c1)CCC2
39. CC(=O)c1ccc(NC(=O)[C@@]2(CC(=O)O)CC(/C=C/c3ccccc3)=NO2)cc1
40. Cc1nc2cc(NS(=O)(=O)c3ccccc3)ccc2n1C
entry no. | 33 | 34 | 35 | 36 | 37 | 38 | 39 | 40
LmPK inh | 0% | 9% | 0% | 0% | -3% | -7% | 1% | -1%
Tb PYK inh | -18% | -12%&-5% | -30% | 2% | 6% | -19% | -3% | -9%
Sm TGR inh | nt | 14% | 32µM* | 3% | 0% | 3% | 9% | nt
Pf growth 48h | 17% | 8.3µM* | ? | 12% | ? | 4% | 12% | 1%
Pf growth 96h | 25% | 8.3µM* | -11% | -11% | ? | -1% | 36%[activator] | ?
HCV inhibitor | 28% | 7.9µM* | 1% | 13% | 13µM* | 0% | 12% | -1%

41. CCn1c(SCc2nc(CC(=O)Nc3ccccc3OC)no2)nnc1-c1cccs1
42. COc1ccccc1N1CCN(Cc2ccc(SC)cc2)CC1
43. Cc1nn(-c2ccccc2)c(Cl)c1/C=N\NC(=O)c1cnccn1
44. Cc1cc(C)n(CC(=O)N2CCCC(N3CCN(c4cccc(C(F)(F)F)c4)CC3)C2)n1 (configuration not stated)
45. CCNc1nc(SCCOc2ccc(Cl)cc2Cl)nc(N(C)C)n1
46. CC(/C=C/C=C(\C)C(=O)O[C@@H]1O[C@H](CO[C@@H]2O[C@H](CO)[C@@H](O)[C@H](O)[C@H]2O)[C@@H](O)[C@H](O)[C@H]1O)=C\C=C\C=C(C)\C=C\C=C(/C)C(=O)O[C@@H]1O[C@H](CO[C@@H]2O[C@H](CO)[C@@H](O)[C@H](O)[C@H]2O)[C@@H](O)[C@H](O)[C@H]1O
47. Cc1cc(-c2ccco2)n(-c2ccccc2)n1
48. O=C(CN(Cc1ccccc1Cl)C(=O)c1csnn1)NCc1ccc(F)cc1
entry no. | 41 | 42 | 43 | 44 | 45 | 46 | 47 | 48
LmPK inh | 3% | -9% | 1% | -8% | 3% | nt | 9% | 7%
Tb PYK inh | 2% | 1% | -3% | -1% | -10% | -1% | -16% | 3%
Sm TGR inh | 3% | -3% | 0% | 0% | -1% | nt | 4µM* | 1%
Pf growth 48h | -29% | 9% | -4% | -10% | ? | -1% | nt | -1%
Pf growth 96h | nt | -30% | 0% | -1% | ? | 11% | nt | -23%
HCV inhibitor | -11% | ? | 10% | -9% | ? | nt | -8% | -1%

49. COc1ccc(OC2C(=O)N(c3ccc(C)c(C)c3)C2c2ccc(OC)c(OC)c2)cc1 (configuration not stated)
50. COc1ccc(C(CNC(=O)c2cc(F)c(F)c(F)c2F)N2CCOCC2)cc1 (configuration not stated)
51. S=C(Nc1ccc(Oc2ccccc2)cc1)Nc1cccnc1
52. O=C(Nc1c(F)cc(F)cc1Br)c1cc(-c2ccco2)on1
53. Cc1ccc(CNC(=O)Nc2cccs2)cc1
54. C=CCSc1nn2c(=O)c3ccccc3nc2s1
55. Cc1cc(Cl)c(S(=O)(=O)NC2CCCC2)cc1OCC(N)=O
56. COc1cc([N+](=O)[O-])ccc1NC(=S)N1CCOCC1
entry no. | 49 | 50 | 51 | 52 | 53 | 54 | 55 | 56
LmPK inh | 2% | -3% | 7% | -2% | 3% | ? | -4% | -10%
Tb PYK inh | 6% | 4% | -12% | -1% | -6% | 11% | -5% | -12%
Sm TGR inh | -1% | -11% | ? | -22% | -10% | 7% | -19% | 9%
Pf growth 48h | 9.3µM* | -13% | 9% | 38%[activator] | 126%[activator] | 185%[activator] | -16% | -1%
Pf growth 96h | ? | -4% | ? | 10% | 11% | 238%[activator] | -19% | ?
HCV inhibitor | ? | ? | -4% | ? | 11% | -7% | 20% | 3%

# Whole records, looked up by structure:
# Shown for Cc1cc(-c2ccco2)n(-c2ccccc2)n1 : LmPK inh: 9%; Tb PYK inh: -16%; Sm TGR inh: 4µM*; Pf growth 48h: nt; Pf growth 96h: nt; HCV inhibitor: -8%
# Shown for Cc1cc(C)cc(C(=O)N(C)C2CCCN(Cc3ccccc3F)C2)c1 (configuration not stated) : LmPK inh: -3%; Tb PYK inh: 6%; Sm TGR inh: 0%; Pf growth 48h: ?; Pf growth 96h: ?; HCV inhibitor: 13µM*

# Next entries follow:
57. Cc1ccc(S(=O)(=O)N(C)S(=O)(=O)c2ccc(C#N)cc2)cc1
58. O=C(CN1C(=O)C2C3C=CC(C3)C2C1=O)N1CCc2ccccc2C1 (configuration not stated)
59. Cn1c2ccccc2c(=O)c2cc(C#CC3(O)CCCCC3)ccc21
60. COc1ccc2c(c1)c1nc3ccccc3nc1n2Cc1ccc(OC)c(OC)c1
61. C=C1CSc2nc(=O)c3c(C)c(C)sc3n21
62. Cc1cc(C)cc(NC(=O)C2CC(=O)n3ncnc3N2)c1 (configuration not stated)
63. NNc1nc(Nc2ccccc2)nc(Nc2ccccc2)n1
64. COc1cc(OC)c(C2=NOC(C(=O)NCc3cccnc3)C2)cc1Cl (configuration not stated)
65. COC(=O)C(Cc1ccc(O)cc1)NC(=O)C(C)Oc1ccccc1 (configuration not stated)
entry no. | 57 | 58 | 59 | 60 | 61 | 62 | 63 | 64 | 65
LmPK inh | 2% | 1% | -6% | 5% | -5% | 1% | -1% | -1% | 1%
Tb PYK inh | nt | -6% | -22% | -3% | 2% | 5% | 0% | 8% | 1%
Sm TGR inh | 4% | 2% | -35% | 0% | -3% | 2% | -6% | -31% | -5%
Pf growth 48h | -25% | 5% | 94%[activator] | ? | 19% | 32%[activator] | 8.3µM* | 3% | -20%
Pf growth 96h | -1% | -16% | 124%[activator] | ? | nt | -13% | 349%[activator] | 43%[activator] | 56%[activator]
HCV inhibitor | nt | 19% | 14% | -16% | 5% | 16% | -15% | -19% | 4%

# High-throughput results deposited in PubChem by National Center for Advancing Translational Sciences (NCATS).
